HCV inh – inhibitors of hepatitis C virus infection; 340,000 compounds, 3.4% hits; Potency, µM (titrated, usually from 41.8 µM), inactives show top-dose activity change, negative = inhibition, most hits filed as inhibitors; AID 651820; Huh7.5.1 HCVcc-Cre infection, luciferase reporter, 44 h; note: potency is the fitted concentration of half-maximal effect
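Reporter virus HCVcc-Cre (~0.5 moi) infects cells exposed to compound; seeding density 1,000 cells/well with 4 h settling beforehand. Luminescence, 15 sec read, taken 44 h post-infection following a 15 min RT substrate incubation.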
Sm TGR block – blocks Schistosoma mansoni thioredoxin glutathione reductase; Q962Y6; purified TGR, DTNB reduction, TNB absorbance 405 nm; Potency, µM (doses to about 114 µM), inactives show at the top dose activity change, negative = inhibition, usual class: inhibitors; 360,000 compounds, 3% hits; note: potency is the fitted concentration of half-maximal effect; nearly all actives have a fitted effect of over 60% in size
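First, TGR (20 nM dispensed) and NADPH were mixed with compound. Second, a 15 min room-temperature incubation followed. Third, further NADPH and then DTNB were added to start the reaction. Finally, TNB absorbance was monitored kinetically.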
AmpC inh no detg – inhibitors of E. coli AmpC beta-lactamase without detergent. P00811. AmpC nitrocefin hydrolysis, absorbance 480 nm, 0.0001% Triton. Potency, µM (top dose mostly 57.1 µM), for the others: top-dose activity change, negative = inhibition, actives largely listed as inhibitors. 330,000 compounds, 0.52% hits;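 note: potency is the fitted concentration of half-maximal effect; plate controls were no compound for no effect and no enzyme for full effect; nearly all actives have a fitted effect of over 20% in size; some results filed as inactive show a strong effect at the top dose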
Target sequence (P00811 whole entry, looked up): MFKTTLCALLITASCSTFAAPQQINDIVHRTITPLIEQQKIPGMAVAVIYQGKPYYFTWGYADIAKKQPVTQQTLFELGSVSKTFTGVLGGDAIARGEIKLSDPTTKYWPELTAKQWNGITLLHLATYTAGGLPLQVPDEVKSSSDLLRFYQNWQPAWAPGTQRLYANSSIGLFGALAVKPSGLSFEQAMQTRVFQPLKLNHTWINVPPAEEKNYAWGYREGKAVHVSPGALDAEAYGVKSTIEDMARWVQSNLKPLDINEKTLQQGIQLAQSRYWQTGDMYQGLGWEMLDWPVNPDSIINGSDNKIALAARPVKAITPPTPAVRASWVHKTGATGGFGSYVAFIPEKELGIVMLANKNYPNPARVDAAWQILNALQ
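20 mM phosphate pH 7.0 + 0.01% (detergent screen) or 0.0001% Triton X-100; 5.3 nM AmpC reagent; cpd preinc 15 min RT; nitrocefin (800 uM stock) to start; A480 q20 s × 4 min; Activity was normalised to no-enzyme and no-compound control wells.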
FBPA Giardia inh – inhibitors of Giardia lamblia fructose-1,6-bisphosphate aldolase; A8B2U2; Potency, µM (doses to about 59.6 µM), inactives show at the highest dose activity, negative = inhibition, hits mostly inhibitors; purified Giardia FBPA; AID 2451; 290,000 compounds, 0.71% hits; note: potency is the fitted concentration of half-maximal effect; nearly all actives have a fitted effect of over 55% in size
Target sequence (A8B2U2 whole entry, looked up): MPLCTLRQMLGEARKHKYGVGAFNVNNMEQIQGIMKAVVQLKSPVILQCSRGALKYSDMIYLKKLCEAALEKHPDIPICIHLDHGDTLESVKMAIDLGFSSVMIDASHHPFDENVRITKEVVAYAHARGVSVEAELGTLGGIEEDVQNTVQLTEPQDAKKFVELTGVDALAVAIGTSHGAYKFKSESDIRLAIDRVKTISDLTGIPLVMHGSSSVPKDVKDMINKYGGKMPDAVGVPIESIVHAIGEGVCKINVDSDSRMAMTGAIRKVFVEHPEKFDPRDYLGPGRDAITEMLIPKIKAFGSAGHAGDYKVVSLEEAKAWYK
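Giardia FBPA (40 nM reagent) was preincubated 10 min at RT with compound (up to 57.5 uM final), then substrate plus GAPDH/TPI/NAD/arsenate coupling system with diaphorase/resazurin was added; resorufin fluorescence (525/598 nm) was read after 20 min.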
HCMV inh – inhibitors of human cytomegalovirus | 410,000 compounds, 4.5% hits | HFF cells, HCMV-luciferase reporter, 72 h; hits give low values | activity change, negative = inhibition, % at 57.5 µM; in the data active = activity change below about -60%; inconclusive = no clear call, values can overlap the other calls; inactive = above about -39%
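Screen run at 2 compound doses on HFFs infected with reporter HCMV, MOI 1 PFU/cell. Luciferase activity from cell lysates at 72 h post infection gave inhibition relative to buffer-only and Salinomycin wells.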
AmpC detergent – inhibitors of E. coli AmpC beta-lactamase with detergent; P00811; AmpC hydrolysis of nitrocefin, absorbance 480 nm, 0.01% Triton; Potency, µM (doses to about 114 µM), for inactives: top-dose activity change, negative = inhibition, usual class: inhibitors; 370,000 compounds, 0.041% hits; AID 485294;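 note: potency is the fitted concentration of half-maximal effect; 0% = no-compound wells and -100% = no-enzyme wells; nearly all actives have a fitted effect of over 25% in size; some results filed as inactive show a strong effect at the top dose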
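20 mM phosphate pH 7.0 + 0.01% (detergent screen) or 0.0001% Triton X-100; 5.3 nM AmpC reagent; cpd preinc 15 min RT; nitrocefin (800 uM stock) to start; A480 q20 s × 4 min; Activity was normalised to no-enzyme and no-compound control wells.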
* = called active by the depositor; ? = inconclusive; . = not tested or not shown; & = joins results of further samples; [ ] = dose if it differs, or a comment. Unless noted, calls come from the whole dose curve; as a rule, active = well fitted curve in the direction sought with a large enough effect; inconclusive = small, poorly fitted or top-dose-only effect, or another doubt; inactive = no such curve, though single readings can be large; an effect the other way counts as inactive or inconclusive. Unless noted, % is set by controls: 0 for no effect and ±100 for the full control effect.

#	mol	HCV inh	Sm TGR block	AmpC inh no detg	FBPA Giardia inh	HCMV inh	AmpC detergent
1	CCCOc1ccc(N)cc1N	-8%	1.8µM*	-4%	0.4µM*	0	?
2	COc1ccc(-n2nc(C(=O)NCC(=O)Nc3cc(OC)c(OC)c(OC)c3)c3ccccc3c2=O)cc1	-18%	3%	106%[activator]	20%	-31	-5%
3	COc1cc(/C=C2\SC(=S)N(CCC(=O)N3CCCCC3)C2=O)cc(OC)c1OC	?	-2%	30%[activator]	5%	?	?
4	CC(=O)c1cccc(NC(c2ccc(F)cc2)c2nnc(-c3ccccc3)o2)c1 (centres undefined)	.	16%	.	.	18	-6%
5	Cc1cc(C)cc(-n2ccnc2SCC(=O)Nc2ccc3c(c2)OCO3)c1	.	2%	.	.	?	-10%
6	Cc1c(C(=O)NCC2CCCO2)oc2ccc(Br)cc12 (centres undefined)	11%[8.37 µM]	4%	-53%	.	67	2%
7	Cc1cc(C(=O)Cn2nnc3ccccc3c2=O)c(C)n1-c1c(C)n(C)n(-c2ccccc2)c1=O	1%	?	69%[activator]	4%	23	1%
8	CCOC(=O)CSc1nc2cc(C)ccc2cc1C#N	?	11%	-17%	-3%	124	0%
9	CCOC(=O)c1sc(NC(=O)c2cc(-c3cccc(O)c3)on2)c(C(=O)OCC)c1C	-25%	-12%	-29%	-1%	2	-7%
10	COc1ccc(C(C)=O)cc1CSc1nnc2c(Cl)cc(Cl)cn12	?	-18%	-5%	6%	15	-1%
11	N#CC1(NC(=O)COC(=O)c2ccccc2SCC(=O)N2CCCC2)CCCCC1	.	3%	-12%	.	-5	1%
12	Cc1ccc(/C=C/C(=O)Nc2ccc(Cl)cc2Cl)cc1	.	4%	.	.	-16	7%

Record cards, from the list above. Order of screens: HCV inh, Sm TGR block, AmpC inh no detg, FBPA Giardia inh, HCMV inh, AmpC detergent
`COc1ccc(C(C)=O)cc1CSc1nnc2c(Cl)cc(Cl)cn12` is listed as ?, -18%, -5%, 6%, 15, -1%
`CCOC(=O)c1sc(NC(=O)c2cc(-c3cccc(O)c3)on2)c(C(=O)OCC)c1C` is listed as -25%, -12%, -29%, -1%, 2, -7%

Later entries.
#	mol	HCV inh	Sm TGR block	AmpC inh no detg	FBPA Giardia inh	HCMV inh	AmpC detergent
13	CC(C)(C)C(=O)Nc1ccc(C(=O)CSc2nnc(C3CC3)n2C2CC2)cc1	-5%	-7%	6%	.	-4	-12%
14	COc1ccc(NC(=O)Cn2c(=O)n(CCCCCC(=O)NCc3ccc4c(c3)OCO4)c(=O)c3sccc32)cc1Cl	.	-3%	.	.	-12	24%
15	O=c1c(CN2CCN(Cc3ccccc3)CC2)coc2ccc(Cl)cc12	?	7.1µM*	-16%	-1%	-5	?
16	Cn1c(=O)cc(OCCCC(=O)NCCCN2CCN(Cc3ccccc3)CC2)c2ccccc21	6%	2%	124%[activator]	3%	221	3%
17	CCn1c(CSCc2ccc(Cl)cc2)n[nH]c1=S	7%	-11%	-27%	3%	-21	-1%
18	COC(=O)c1ccccc1NC(=O)CSc1nnc(-c2cccc(NC(C)=O)c2)n1C	?	1%	-12%	-5%	-10	1%
19	O=C(c1c(F)cccc1F)N1CCC(O)(c2ccc(F)cc2)CC1	7%	7%	-13%	5%	-23	-10%
20	CSc1nc(Cl)cc(N(CCO)CCO)n1	10%	14%	-7%	7%	-17	5%
21	O=C(c1ccc([N+](=O)[O-])cc1)N1CCSC1c1cccc(Cl)c1 (centres undefined)	12%	5%	-24%	-5%	-12	3%
22	CCC1=C(OC(=O)N(CC)CC)N2C(=O)OC(=NCCc3c[nH]c4ccccc34)[C@]2(Cc2ccccc2)[C@H]2C1=CC[C@H]1C(=O)N(CC(=O)OC)C(=O)[C@H]12	?	-12%	136%[activator]	-8%&-10%	-4	-6%
23	COC(=O)C1=C(O)CSC1=Nc1cccc(C(F)(F)F)c1	1%	6%	-5%	0%	-1	?
24	CCOC(=O)c1c(C)n(-c2ccc(C)cc2)c2c(CC(C)=O)c(Br)c(OC)c(O)c12	-4%	-2%	-10%	0%	23	-2%

15 successive entries out of the list so far, quoted:
#	mol	HCV inh	Sm TGR block	AmpC inh no detg	FBPA Giardia inh	HCMV inh	AmpC detergent
1	CCCOc1ccc(N)cc1N	-8%	1.8µM*	-4%	0.4µM*	0	?
2	COc1ccc(-n2nc(C(=O)NCC(=O)Nc3cc(OC)c(OC)c(OC)c3)c3ccccc3c2=O)cc1	-18%	3%	106%[activator]	20%	-31	-5%
3	COc1cc(/C=C2\SC(=S)N(CCC(=O)N3CCCCC3)C2=O)cc(OC)c1OC	?	-2%	30%[activator]	5%	?	?
4	CC(=O)c1cccc(NC(c2ccc(F)cc2)c2nnc(-c3ccccc3)o2)c1 (centres undefined)	.	16%	.	.	18	-6%
5	Cc1cc(C)cc(-n2ccnc2SCC(=O)Nc2ccc3c(c2)OCO3)c1	.	2%	.	.	?	-10%
6	Cc1c(C(=O)NCC2CCCO2)oc2ccc(Br)cc12 (centres undefined)	11%[8.37 µM]	4%	-53%	.	67	2%
7	Cc1cc(C(=O)Cn2nnc3ccccc3c2=O)c(C)n1-c1c(C)n(C)n(-c2ccccc2)c1=O	1%	?	69%[activator]	4%	23	1%
8	CCOC(=O)CSc1nc2cc(C)ccc2cc1C#N	?	11%	-17%	-3%	124	0%
9	CCOC(=O)c1sc(NC(=O)c2cc(-c3cccc(O)c3)on2)c(C(=O)OCC)c1C	-25%	-12%	-29%	-1%	2	-7%
10	COc1ccc(C(C)=O)cc1CSc1nnc2c(Cl)cc(Cl)cn12	?	-18%	-5%	6%	15	-1%
11	N#CC1(NC(=O)COC(=O)c2ccccc2SCC(=O)N2CCCC2)CCCCC1	.	3%	-12%	.	-5	1%
12	Cc1ccc(/C=C/C(=O)Nc2ccc(Cl)cc2Cl)cc1	.	4%	.	.	-16	7%
13	CC(C)(C)C(=O)Nc1ccc(C(=O)CSc2nnc(C3CC3)n2C2CC2)cc1	-5%	-7%	6%	.	-4	-12%
14	COc1ccc(NC(=O)Cn2c(=O)n(CCCCCC(=O)NCc3ccc4c(c3)OCO4)c(=O)c3sccc32)cc1Cl	.	-3%	.	.	-12	24%
15	O=c1c(CN2CCN(Cc3ccccc3)CC2)coc2ccc(Cl)cc12	?	7.1µM*	-16%	-1%	-5	?

Further entries.
#	mol	HCV inh	Sm TGR block	AmpC inh no detg	FBPA Giardia inh	HCMV inh	AmpC detergent
25	Cc1cc(NC(=O)CCS(=O)(=O)c2nc(-c3ccccc3)cc(C(F)(F)F)n2)no1	10µM*	32µM*	-13%	2%	-104*	6%
26	Cc1cccc(NC(=O)c2sc(Cl)nc2-c2ccccc2)c1	2%	-2%	-29%	-1%	-15	2%
27	Cc1nc([N+](=O)[O-])cn1Cc1cccc([N+](=O)[O-])c1	22%	13%	-14%	1%	1	4%
28	COc1cc(/C=C/C(=O)C2C(=O)C=C(C)OC2=O)cc(OC)c1O (centres undefined)	?	-33%	25%	?	-90*	-9%
29	CCCCn1c(N)c(N(CC)C(=O)c2cccc(C)c2)c(=O)[nH]c1=O	4%	6%	8%	-5%	12	0%
30	CCn1c(SCC(=O)c2ccccc2)nnc1-c1cccc(Cl)c1	.	0%	.	.	-18	0%
31	CC(=O)c1cccc(NC(=O)CC2S/C(=N/N=C3CCCCCC3)NC2=O)c1 (centres undefined)	4%	5%	-4%	22%	-4	3%
32	O=C1CC(Nc2ccc(N3CCOCC3)cc2)C(=O)N1C1CCCCC1 (centres undefined)	5%&-9%	40µM*	-28%	-8%	77	-4%
33	N#Cc1ccc(CSc2ncnc3c2cnn3Cc2ccccc2)cc1	0%	0%	-24%	8%	6	?
34	CSC(=NC#N)N1CCN(c2c(C)cccc2C)CC1	17%	.	-2%	4%	?	4%
35	Cc1cc(C)n(CCc2nc(-c3ccc(C(C)(C)C)cc3)cs2)n1	-19%	-4%	161%[activator]	-3%	-37	1%
36	Cc1ccc(NC(=O)C2CCCN(S(=O)(=O)c3ccc(-n4cnnn4)cc3)C2)cc1 (centres undefined)	3%	-2%	-5%	.	-26	-6%
37	Cc1ccc(C(=O)Nc2nc(=O)n(C(=O)c3ccccc3C)s2)cc1	-18%	-11%	-21%	-17%	41	-9%
38	NC(=O)c1ccc(NC(=O)COC(=O)c2c3c(nc4ccccc24)/C(=C\c2cccs2)CCC3)cc1	?	-7%	3.2µM*	-9%	-4	-3%
39	O=C1CN(C(=O)c2ccc(F)c(S(=O)(=O)N3CCOCC3)c2)c2ccccc2N1	30%[activator]	-3%	-9%	1%	-33	1%
40	Cc1nc(NC(=O)c2ccc(OCC(C)C)cc2)sc1Cc1ccc2c(c1)OCO2	14µM*	-2%	-58%	0%	?	3%
41	O=C1N=c2ccccc2=C1c1sc(=S)n(CC2CCCO2)c1O (centres undefined)	-4%	3%	-39%	3%	0	-2%
42	O=C(CSc1nc2c(sc3ccccc32)c(=O)n1CCCC(=O)NC1CCCC1)Nc1ccc(F)cc1	.	-2%	.	.	-28	1%
43	CSCCC(C(=O)OC1CCOC1=O)N1C(=O)c2ccccc2C1=O (centres undefined)	15%	0%	8%	0%	-31	8%
44	O=C(CCN1CCN(S(=O)(=O)c2cccc([N+](=O)[O-])c2)CC1)Nc1ccccc1F	-4%	-4%	36%	.	-30	?
45	O=S(=O)(c1ccc(Nc2ccc(-c3ccc4c(c3)OCCO4)nn2)cc1)N1CCCC1	?	4%	-25%	2%	-12	-6%
46	CC(=O)c1sc(-c2ccc(Cl)cc2)nc1C	8%	5%	4%[2.29 µM]	2%	-19	?
47	CC(C)C(NS(=O)(=O)c1ccc2c(c1)OCCCO2)C(=O)O (centres undefined)	18%	-2%	-15%	0%	?	-11%
48	O=C(NCC(c1cccs1)N1CCOCC1)c1ccc([N+](=O)[O-])cc1 (centres undefined)	-2%	-4%	-2%	6%	-23	0%
49	CCn1nc(C)c2c(-c3ccccc3)cc(=O)n(C(C)C(=O)NCCc3ccc(Cl)cc3)c21 (centres undefined)	.	0%	.	.	-11	19%
50	Cc1sc(N/N=C/c2cccnc2)nc1-c1ccc(Cl)cc1	?	0%	-32%	-2%	2	2%
51	O=C(Nc1ccc2oc(-c3cccnc3)nc2c1)c1cc2ccccc2o1	?	-3%	3%	-6%	-28	?
52	COc1ccc(OC)c(Nc2nc(-c3ccc(C)cc3)nc3ccccc23)c1	.	5%	.	.	-27	11%
53	Cc1cc(OCC(=O)N(C)C2CCCCC2)ccc1Cl	10%	8%	-4%	4%	?	-8%
54	CC(CCc1ccccc1)NC(=O)CC(C)c1ccccc1 (centres undefined)	-14%	-9%	-4%	-1%	4	3%
55	COc1cc(C(=O)Nc2ccccc2N2CCOCC2)ccc1OCC(=O)N1CCOCC1	-1%[8.37 µM]	-8%	?	.	-16	-6%
56	COc1cc(/C=N/NC(=O)c2ccc3nc[nH]c3c2)cc(OC)c1OC	-1%	1%	-28%	1%	.	-1%
57	O=Cc1cn(Cc2ccccc2F)c2ccccc12	15%	4%	-12%	11%	-92*	-6%
